Source: PubChem BioAssay (National Center for Advancing Translational Sciences (NCATS))
Eya2 inh: qHTS Assay for Inhibitors of the Phosphatase Activity of Eya2. 0.006% of 330,000 active. Potency, µM (top dose mostly 76.9 µM), for inactives: at the highest dose activity, negative = inhibition, most hits filed as inhibitors. Protein phosphatase EYA2 (Homo sapiens), O00167. recombinant Eya2, OMFP fluorescence dephosphorylation (OMFP is methylfluorescein phosphate); further: potency means the concentration at half of the fitted maximal effect; on the % scale 0 is the no-effect control and ±100 the full control effect
Target sequence (O00167 whole entry, looked up): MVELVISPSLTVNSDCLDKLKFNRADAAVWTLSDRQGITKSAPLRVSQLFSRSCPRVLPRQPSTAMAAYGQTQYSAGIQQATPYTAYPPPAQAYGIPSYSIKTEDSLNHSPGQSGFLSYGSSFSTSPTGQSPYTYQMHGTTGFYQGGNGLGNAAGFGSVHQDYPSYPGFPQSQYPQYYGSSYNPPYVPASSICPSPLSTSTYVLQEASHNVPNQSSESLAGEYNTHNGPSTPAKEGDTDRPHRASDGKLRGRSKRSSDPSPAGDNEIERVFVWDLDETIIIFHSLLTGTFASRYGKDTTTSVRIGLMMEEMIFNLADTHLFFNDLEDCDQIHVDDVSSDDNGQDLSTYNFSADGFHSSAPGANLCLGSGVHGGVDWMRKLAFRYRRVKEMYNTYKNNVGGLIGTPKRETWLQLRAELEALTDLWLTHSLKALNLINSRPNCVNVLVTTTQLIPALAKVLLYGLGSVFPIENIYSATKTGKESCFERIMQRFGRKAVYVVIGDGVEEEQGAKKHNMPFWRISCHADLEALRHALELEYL
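Eya2 protein (added as 0.2 uM solution) was preincubated with compound for 10 min at ambient temperature in 50 mM HEPES pH 7.5, 50 mM NaCl, 5 uM MgCl2, 0.05% BSA, 1 mM DTT. OMFP (added at 50 uM) then reacted 10 min; fluorescence read at 485/525 nm.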
Mito fusion act: qHTS Assay for Small Molecule Inhibitors of Mitochondrial Division or Activators of Mitochondrial Fusion. AID 485298, 2010. S. cerevisiae fusion-defective mutant growth rescue, CellTiterGlo 48 h. Potency, µM (series often up to 46.1 µM), inactives show at the top dose growth rescue (activation), most hits filed as activators. 0.23% of 320,000 active;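 further: potency means the concentration at half of the fitted maximal effect; % of control where 0% means no effect; nearly all actives have a fitted effect of over 45% in size; temperature-sensitive fusion mutants such as fzo1-1 at 37 °C on non-fermentable ethanol glycerol medium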
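Temperature-sensitive fusion-defective S. cerevisiae (e.g. fzo1-1, mgm1-5) were grown with compound in YPEG medium (3% ethanol, 3% glycerol) for 48 hours at 37C. Growth rescue was measured as viability by CellTiterGlo luminescence after 10 minutes at ambient.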
uPA surface inh: qHTS for Inhibitors of Cell Surface uPA Generation | cell surface uPA generation assay, qHTS | Potency, µM (titrated, usually from 38.3 µM), for inactives: at the highest dose activity change, negative = inhibition, usual class: inhibitors | 0.31% of 330,000 active | AID 540303, 2011; active means well fitted inhibition curve with a large enough effect; inconclusive means small, poorly fitted or top-dose-only effect; inactive means no such curve, though single readings can be large or run the other way; tested in mouse RAW 264.7 cells; further: potency means the concentration at half of the fitted maximal effect; on the % scale 0 is the no-effect control and ±100 the full control effect; nearly all actives have a fitted effect of over 55% in size
TSG101-PTAP inh: qHTS Assay for Iinhibitors of HIV-1 Budding by Blocking the Interaction of PTAP/TSG101 | Tumor susceptibility gene 101 protein (Homo sapiens), Q99816 | Fluorescence polarization, FITC-PTAP peptide / Tsg101 binding | Potency, µM (titrated, usually from 115 µM), for the others: top-dose activity change, negative = inhibition, usual class: inhibitors | 340,000 tested, under 10 active; active means well fitted inhibition curve with a large enough effect in the main read-out, with a control signal flat, not every such curve was filed as active; inconclusive means small, poorly fitted or top-dose-only effect, or effect the other way, or a change in a side signal; inactive means no such curve, though single readings can be large or run the other way; further: potency means the concentration at half of the fitted maximal effect; % of control where 0% means no effect
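Fluorescence polarization binding of Tsg101 binding domain (10 uM final) to FITC-labeled PTAP peptide (50 nM final) in HEPES pH 7.5 buffer with NaCl, Tween 20, EDTA, TCEP. Compounds added before peptide; binding 20 min at RT.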
TSHR antag: Antagonists of the Thyroid Stimulating Hormone Receptor: HTS campaign; TSHR-expressing cells, TSH-stimulated cAMP HTRF, 2 h; stronger effect = lower value; activity change, negative = inhibition, % at 11.5 µM; 0.2% of 330,000 active; AID 504810, 2011;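 active means activity change below a set negative limit, meaning inhibition stronger than a set level, cut at about -70% in these data; inconclusive means activity change between two set negative limits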; further: on the % scale 0 is the no-effect control and ±100 the full control effect
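Inhibition of cAMP made by TSHR-expressing cells under TSH stimulation (4nM final, EC80; 2 h, 37 deg C) is quantified with a one-step lysis HTRF kit, anti-cAMP cryptate versus cAMP-d2.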
ELG1 DNA repair: qHTS screen for small molecules that inhibit ELG1-dependent DNA repair in human embryonic kidney (HEK293T) cells expressing luciferase-tagged ELG1; HEK293T ELG1-luciferase reporter, luminescence, 16 h; DNA damage induced by 5-fluorouridine; 2.3% of 330,000 active; Potency, µM (highest dose often 46.1 µM), for inactives: top-dose activity change, negative = inhibition, hits mostly inhibitors; further: potency means the concentration at half of the fitted maximal effect; on the % scale 0 is the no-effect control and ±100 the full control effect; nearly all actives have a fitted effect of over 55% in size
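Quantitative HTS, concentration-response format. 2,000 cells/well co-treated with 5-fluorouridine and compound, 16 hr in 5% CO2 at 37 °C; ONE-Glo luminescence read after 30 min.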
Tb PFK block: qHTS Assay to Find Inhibitors of T. brucei phosphofructokinase; Potency, µM (doses to about 57.5 µM), for inactives: top-dose activity, negative = inhibition, hits mostly inhibitors; 0.17% of 330,000 active; ATP-dependent 6-phosphofructokinase (Trypanosoma brucei brucei), O15648; T. brucei PFK, ADP-Glo luminescence;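 further: potency means the concentration at half of the fitted maximal effect; 0% = uninhibited 1x PFK enzyme wells and -100% = no-enzyme wells; nearly all actives have a fitted effect of over 60% in size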
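1.25 nM PFK with 0.5 mM F6P and 0.1 mM ATP in 0.1 M TEA pH 8.0, 5 mM MgCl2, incubated 45 min at room temperature; ADP measured by ADP-Glo luminescence; compounds titrated up to 57 uM.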
Chronic BCR inh: qHTS Assay to Find Inhibitors of Chronic Active B-Cell Receptor Signaling; ABC-DLBCL IkBa-CBG/CBR reporter, luminescence ratio, 4 h; AID 493014, 2011; Potency, µM (doses to about 46.1 µM), for the others: at the top dose ratio change, negative = lower green/red ratio, hits mostly inhibitors; 0.05% of 340,000 active; active means well fitted inhibition curve with a large enough effect in the signal ratio, with a control signal flat, not every such curve was filed as active; inconclusive means small, poorly fitted or top-dose-only effect, or effect the other way, or a change in a side signal; the % refers to the signal ratio;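 further: potency means the concentration at half of the fitted maximal effect; plate controls were basal doxycycline-induced cells for no effect and cells given 10 µM MG132 for full effect; MG132 reads +100%, hits lower the ratio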
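Doxycycline induced both beetle luciferases in TMD8 lymphoma cells; IKK-driven degradation limits the IkappaBalpha-fused green signal, while red luminescence normalises for cell number and nonspecific effects. Compounds tested up to 46 uM, 4 hrs.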
TCR activator: Activators of T cell receptors: qHTS campaign | primary human leukocytes, anti-CD3, IL-2 HTRF, 48 h | Potency, µM (series often up to 9.22 µM), without a hit: top-dose activation of IL-2 secretion, hits mostly activators | 330,000 tested, under 10 active | AID 504894, 2011; further: % of control where 0% means no effect
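HTRF read-out of IL-2 secretion: europium cryptate donor excited at 320nm, d2 acceptor emission at 665nm. Cells were primary human leukocytes incubated 48 hr with compounds and a-CD3 beads, supplying TCR signal only.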
B2AR arrestin: qHTS assay of beta-arrestin-biased ligands of beta2-adrenergic receptor. 0.02% of 330,000 active. Beta-2 adrenergic receptor (Homo sapiens), P07550. beta-arrestin recruitment to beta2AR, cell-based reporter. AID 492947, 2010. Potency, µM (titrated, usually from 46.1 µM), inactives show at the top dose activation, hits mostly activators;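 further: potency means the concentration at half of the fitted maximal effect; 0% = DMSO controls and full agonism = EC100 isoproterenol or metaproterenol; nearly all actives have a fitted effect of over 65% in size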
Target sequence (P07550 whole entry, looked up): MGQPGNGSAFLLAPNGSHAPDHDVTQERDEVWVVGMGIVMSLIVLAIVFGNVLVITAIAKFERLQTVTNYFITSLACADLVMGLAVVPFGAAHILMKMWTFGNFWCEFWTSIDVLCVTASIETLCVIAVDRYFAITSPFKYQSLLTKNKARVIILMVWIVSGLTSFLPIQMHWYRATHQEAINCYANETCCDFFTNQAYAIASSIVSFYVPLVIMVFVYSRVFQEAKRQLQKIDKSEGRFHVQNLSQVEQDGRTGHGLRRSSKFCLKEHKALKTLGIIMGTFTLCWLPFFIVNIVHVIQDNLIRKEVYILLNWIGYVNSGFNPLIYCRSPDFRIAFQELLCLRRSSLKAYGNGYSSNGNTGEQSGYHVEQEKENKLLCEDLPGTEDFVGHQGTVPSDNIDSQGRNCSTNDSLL
USP2a block: qHTS Assay for Inhibitors of Ubiquitin-specific Protease USP2a Using CHOP2 as the Reporter; Ubiquitin carboxyl-terminal hydrolase 2 (Homo sapiens), O75604; USP2 core, Ub-CHOP2 coupled fluorogenic reporter, 485/531; Potency, µM (titrated, usually from 38.3 µM), for inactives: at the highest dose activity change, negative = inhibition, hits mostly inhibitors; 0.01% of 330,000 active;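 further: potency means the concentration at half of the fitted maximal effect; plate controls were DMSO wells for no effect and full inhibition by NEM control for full effect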
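Cell-free coupled assay: 10nM USP2 core preincubated 30min RT with compound in Tris-HCl pH 8.0/CaCl2/CHAPS buffer, then 25nM Ub-CHOP2 and 25nM reporter substrate; fluorescence (Ex 485/Em 531) read after 60min RT, normalized to NEM inhibition, concentration-response curves fitted.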
Starred values were filed as active, the others as inactive; ? = inconclusive; . = no result given; & = joins results of further samples; [ ] = dose if it differs, or a comment. Unless noted, the call rests on the fitted dose curve; in most records, active means well fitted curve in the direction sought with a large enough effect; inconclusive means small, poorly fitted or top-dose-only effect, or another doubt; inactive means no such curve, though single readings can be large; an effect the other way counts as inactive or inconclusive.

SMILES	Eya2 inh	Mito fusion act	uPA surface inh	TSG101-PTAP inh	TSHR antag	ELG1 DNA repair	Tb PFK block	Chronic BCR inh	TCR activator	B2AR arrestin	USP2a block
CCn1c(COc2ccccc2)nnc1SCC(=O)C(C)(C)C	-5%	17%	3%	-4%	-20	?	4%	?	-2%	-0.8%	1%
O=C(NCc1nnc(SCC(=O)N2CCCCC2)o1)c1c(F)cccc1Cl	1%	1%	-2%	-8%	-4	-2%	-4%	2%	-8%	-0.4%	-1%
O=C(Nc1ccccc1F)NC1CCN(Cc2nnnn2Cc2ccc(F)cc2)CC1	-13%	-2%	6%	-1%	-6	-14%	-3%	-2%	-5%	-0.7%	0%
COc1ccc(CNC(=O)C(c2ccc(C)o2)N(C(=O)c2snc(C(N)=O)c2N)c2ccccc2OC)cc1 (configuration not stated)	2%	4%	0%	-5%	-37	-19%	4%	?	5%	-0.3%	-3%
Cc1ccc(NC(=S)NNC(=O)C2CC2c2ccc(C)cc2)cc1 (configuration not stated)	-25%	10%	-2%	0%	-4	-3%	-3%	-5%	-3%[46.1 µM]	-0.2%	2%
O=C(NCc1ccccn1)C(=O)NCc1ccccn1	2%	4%	1%	2%	46	10%	0%	3%	-4%	2.8%	4%
Cc1ccc(CNC(=O)c2cc(-c3ccccc3)nn2Cc2cc(C)no2)cc1	-17%	2%	-4%	-1%	-7	-30%	-4%	-1%	-2%	-0.3%	2%
Cc1sc2ncnc(N3CCN(S(=O)(=O)c4ccc(F)cc4)CC3)c2c1C	30%	?	-10%	1%	-15	?	3%	-3%	-3%	-0.5%	3%
O=c1oc2ccc([N+](=O)[O-])cc2c(N2CCOCC2)c1[N+](=O)[O-]	?	?	.	.	4	7%	1%	1%	.	0.2%	-3%
COc1cccc(C(=O)Nc2ccc3c(c2)CCCN3C(=O)c2cccs2)c1OC	-5%	6%	-4%	-5%	10	?	-4%	?	7%	-0.1%	-1%

Entries of single compounds, quoted from the list. Values in the order: Eya2 inh	Mito fusion act	uPA surface inh	TSG101-PTAP inh	TSHR antag	ELG1 DNA repair	Tb PFK block	Chronic BCR inh	TCR activator	B2AR arrestin	USP2a block
Entry for `COc1ccc(CNC(=O)C(c2ccc(C)o2)N(C(=O)c2snc(C(N)=O)c2N)c2ccccc2OC)cc1` (configuration not stated) : 2%	4%	0%	-5%	-37	-19%	4%	?	5%	-0.3%	-3%
Entry for `COc1cccc(C(=O)Nc2ccc3c(c2)CCCN3C(=O)c2cccs2)c1OC` : -5%	6%	-4%	-5%	10	?	-4%	?	7%	-0.1%	-1%
Entry for `O=c1oc2ccc([N+](=O)[O-])cc2c(N2CCOCC2)c1[N+](=O)[O-]` : ?	?	.	.	4	7%	1%	1%	.	0.2%	-3%

Additional structures follow:
SMILES	Eya2 inh	Mito fusion act	uPA surface inh	TSG101-PTAP inh	TSHR antag	ELG1 DNA repair	Tb PFK block	Chronic BCR inh	TCR activator	B2AR arrestin	USP2a block
O=C(c1ccc(-c2ccccc2)cc1)N1CCN(Cc2ccccn2)CC1	12%	-10%	5%	-2%	20	-4%	0%	?	0%	0.1%	0%
CC(NC(=O)COC(=O)C1CCN(c2ccc(C(F)(F)F)cn2)CC1)c1ccc(F)cc1 (configuration not stated)	-5%	1%	1%	0%	-5	0%	-4%	-1%	2%	-0.5%	-6%
Cc1c(C(=O)N2CCN(Cc3ccc4c(c3)OCO4)CC2)cccc1[N+](=O)[O-]	-9%	-6%	-1%	-2%	1	?	-2%	0%	-12%[46.1 µM]	0.0%	-1%
CCc1noc(C)c1C(=O)NNC(=O)c1ccc(N(CC)CC)cc1	-2%	0%	11%	-8%	1	8%	14%	-2%	3%	-0.2%	2%
COC(=O)NCc1ccc2c(c1)OCO2	-8%	-5%	4%	-1%	5	0%	1%	5%	-3%	0.1%	-2%
CCc1ccc(CN(C)C(=O)CCc2nnc(CCc3cccc(OC)c3)o2)nc1	-11%	1%	10%	-2%	6	-4%	-2%	0%	-3%	0.2%	2%
COc1ccc(CN2CCN(S(=O)(=O)c3ccc(F)cc3)CC2)cc1OC	30%[15.4 µM]	-1%	-10%	-7%	2	13µM*	-5%	-7%	.	-0.5%	-1%
C=CCN=C1N[C@@H](c2cccc(C(F)(F)F)c2)C(C(=O)OC)=C(C)N1CC	5%&7%	-4%&-5%	7%	.	8&-9	11%	2%&-1%	?	0%	0.3%&-0.8%	-1%&0%
Cc1ccc(S(=O)(=O)N2CCN(C(=O)COC(=O)/C=C/c3ccc([N+](=O)[O-])cc3)CC2)c(C)c1	-21%	.	-16%	1%	.	-3%	?	2%	-25%	-0.8%	8%
Cc1ccc(-c2nnn(CCC(=O)NC(C)(C)C)n2)cc1	1%	0%	4%	-3%	2	?	3%	-1%	-3%[46.1 µM]	-0.1%	4%
CN1CCN(C(=O)COCc2cc(-c3ccc4c(c3)OCO4)on2)CC1	5%	5%	-1%	-1%	17	?	-2%	-9%	10%	-1.0%	1%
CN(C)c1nc(SCC#N)nc(N(C)C)n1	-2%	3%	1%	-5%	-7	4%	0%	-29%	10%[46.1 µM]	-1.9%	-1%
CCOc1ccc(N(CC(=O)N2CC=C(c3ccccc3)CC2)S(=O)(=O)c2c(C)noc2C)cc1	5%	4%	-2%	-4%	-10	?	2%	6%	-27%	0.1%	1%
Cc1ccc([N+](=O)[O-])cc1S(=O)(=O)N1CCCC1	5%	1%	0%	-5%	-10	-1%	0%	?	-3%[46.1 µM]	2.3%	2%
O=[N+]([O-])c1ccc(O)c(/C=N\N=C2c3ccccc3-c3ccccc32)c1	4%	-4%	-2%	-2%	?	?	4%	?	-2%[46.1 µM]	0.0%	2%
CCOc1ccccc1C(=O)NCCC(=O)O	9%	-3%	0%	-4%	7	1%	12%	-4%	.	0.2%	5%
O=C(NCC(=O)N(c1ccc2c(c1)OCO2)C(C(=O)NC1CCCC1)c1cccs1)c1ccco1 (configuration not stated)	-1%	0%	4%	0%	-1	?	0%	0%	-3%	-0.4%	1%
CN(C)c1ccc(N/C=C/C(=O)c2ccc(F)cc2)cc1	12%	-7%	.	12%	-22	?	1%	3%	3%	0.5%	0%
CC(O)CNC(=O)Cc1cc(=O)[nH]c(=O)[nH]1 (configuration not stated)	20%	-1%	16%	-5%	12	-1%	2%	9%	1%	-0.2%	9%
Cc1ccc2[nH]c(=O)c(C(c3nnnn3C(C)(C)C)N3CCN(C(=O)c4ccco4)CC3)cc2c1 (configuration not stated)	3%	8%	.	-3%	3	13%	-2%	-1%	-28%	-0.2%	-2%
Cc1cc2cc(CNC(=O)Cc3ccc([N+](=O)[O-])cc3)ccc2[nH]1	2%	1%	-11%	-2%	-6	-6%	?	0%	-7%	0.1%	-1%
N#CC(=C=[N-])c1nc2ccccc2nc1-[n+]1cccc(NC(=O)c2ccc(F)cc2)c1	8%	-6%	.	.	-9	7%	2%	1%	.	-0.2%	1%
COC(=O)c1ccc(COC(=O)c2ccc(C)c(S(=O)(=O)N3CCCCC3)c2)cc1	-25%	14%	-2%	-3%	-18	?	-3%	?	-3%	-0.9%	0%
O=C(CSc1ccc(-c2ccc(Br)cc2)nn1)NC1CCCC1	8%	0%	2%	.	6	?	1%	-3%	-4%	-0.2%	0%
